# All columns: NCI-60 one-dose screen, growth in % after 48 h at 10 µM unless noted; 100 = growth as untreated, 0 = no growth, -100 = all killed.
# HCT-116: HCT-116 colon cancer; AID 1794798; 7.3% of 82,000 active
# NCI/ADR-RES: NCI/ADR-RES ovarian cells; 4.4% of 81,000 active
# NCI-H226: NCI-H226 lung cancer; 3.5% of 79,000 active
# NCI-H522: NCI-H522 lung cancer. 8% of 78,000 active
# NCI-H23: NCI-H23 lung cancer | 4% of 80,000 active | AID 1794731
# NCI-H460: NCI-H460 lung cancer; AID 1794736; 6.8% of 82,000 active
# COLO 205: COLO 205 colon cancer; 7.3% of 79,000 active; AID 1794742
# HCT-15: HCT-15 colon cancer. 5.2% of 82,000 active. AID 1794746
# NCI-H322M: NCI-H322M lung cancer; 2.7% of 80,000 active; AID 1794733
# Active calls of the source: *; x = not tested or not shown; & = joins results of further samples; [ ] = another dose, or the depositor's remark. Rule for the calls: active = growth percent below 10; inactive = the rest.
compound	HCT-116	NCI/ADR-RES	NCI-H226	NCI-H522	NCI-H23	NCI-H460	COLO 205	HCT-15	NCI-H322M
COC1=C(C)C(=O)N2[C@@H]1[C@H](c1ccccc1)OC21C=CC(=O)C=C1	-51*	20	-26*	-69*	3.2*	89	-35*	-27*	82
O=C(CCc1nnc(Cn2cncn2)o1)c1nc2ccccc2[nH]1	111	105	101	96	102	108	124	102	115
O=C(NC(=S)Nc1ccccc1Cl)c1ccccc1	91	113	106	101	110	109	106	97	100
COc1cccc(NC(=S)NC(Cc2ccccc2)c2ccccc2)c1 (stereo not given)	84&106	82&82	88	79&59	92&86	101&97	106&95	89&86	80&74
COc1ccc(C2=CCCCC2)c(OC)c1OC	116	102	92	110	99	101	117	118	110
Nc1nc2c(ncn2[C@@H]2O[C@H](CS)[C@@H](O)[C@H]2O)c(=O)[nH]1	102	104	x	97	102	102	x	101	93
COC(=O)[C@H](CC(C)C)NC(=O)C1(C)CCC[C@]2(C)[C@H]3C[C@H]4C(C(C)C)=C[C@]3(CC[C@@H]12)[C@@H]1C(=O)OC(=O)[C@@H]14 (stereo not given in full)	99	94	x	101	96	94	96	83	99
CCCn1nc(C(=O)N2CCCCC2)c2c1CCC(NCCc1cccnc1)C2 (stereo not given)	93	113	111	75	98	109	108	105	107

# One compound at a time, as listed above:
# COc1cccc(NC(=S)NC(Cc2ccccc2)c2ccccc2)c1 (stereo not given) is listed with HCT-116 = 84&106; NCI/ADR-RES = 82&82; NCI-H226 = 88; NCI-H522 = 79&59; NCI-H23 = 92&86; NCI-H460 = 101&97; COLO 205 = 106&95; HCT-15 = 89&86; NCI-H322M = 80&74
# COC1=C(C)C(=O)N2[C@@H]1[C@H](c1ccccc1)OC21C=CC(=O)C=C1 is listed with HCT-116 = -51*; NCI/ADR-RES = 20; NCI-H226 = -26*; NCI-H522 = -69*; NCI-H23 = 3.2*; NCI-H460 = 89; COLO 205 = -35*; HCT-15 = -27*; NCI-H322M = 82

# New compounds follow:
compound	HCT-116	NCI/ADR-RES	NCI-H226	NCI-H522	NCI-H23	NCI-H460	COLO 205	HCT-15	NCI-H322M
CC(=O)Nc1ccc2c(c1)C(=Nc1ccc(C)cc1)c1ccccc1-2	96	100	98	x	98	101	106	89	93
CNc1nc(NC2CCCC2)nc(Sc2ccc(OC)cc2)n1	0.7*[100 µM]	12[100 µM]	46[100 µM]	x	39[100 µM]	10[100 µM]	22[100 µM]	25[100 µM]	68[100 µM]
O=C1c2ccccc2C(=O)N1CCO	100&105	102&111	103&103	95&89	96&99	112&108	99&103	105&105	101&106
CCOCC(O)c1ccccc1 (stereo not given)	105	106	83	97	101	103	113	99	99
CCCCNCc1ccccc1	107	95	97	92	93	105	106	99	95
CCC1(CC)SCCNC1=O	101	100	105	x	103	107	112	109	102
COc1ccccc1/C=N\NC(=O)C[N+](C)(C)C	103	103	106	99	98	115	116	100	120
Cc1cccc(Cl)c1NC(=O)NCCCN1CCCCC1C (stereo not given)	98	109	99	98[100 µM]	112	103	119	99	102
S=C(NCN(C1CCCCC1)C1CCCCC1)C(=S)NCN(C1CCCCC1)C1CCCCC1	100	102	97	x	109	115	111	105	92
O=c1/c(=C/NC2CC2)sc2ncnn12	89	107	103	96	102	103	113	109	102
O=C(Nc1sc2c(c1C(=O)O)CCCC2)c1ccc(Br)cc1	102	109	99	102	97	105	110	106	101
CC(=O)Nc1ccc(-c2cc3c(NCc4cccc(Cl)c4)ncnc3s2)cc1	86	78	87	70	83	83	108	94	100
C#Cc1ccccc1NC(=O)c1sc2nc3c(cc2c1N)CCCCC3	109	105	88	72	88	104	105	98	101
O=Cc1nc2ccccc2[nH]1	89	106	98	85	98	109	106	108	110
O=C(NCCn1ccnc1)c1ccc(-c2nc3ccc4[nH]ncc4c3c3c2CCCC3)cc1	37	102	70	3.2*	71	60	56	97	84
CCN(CC)S(=O)(=O)c1ccc(NC(=O)CSc2nc3ccccc3o2)cc1	104	104	95	89	97	115	120	102	102

# Some of the entries so far, with values under each structure.
# Fields – HCT-116 | NCI/ADR-RES | NCI-H226 | NCI-H522 | NCI-H23 | NCI-H460 | COLO 205 | HCT-15 | NCI-H322M
> O=c1/c(=C/NC2CC2)sc2ncnn12
→ 89 | 107 | 103 | 96 | 102 | 103 | 113 | 109 | 102
> O=Cc1nc2ccccc2[nH]1
→ 89 | 106 | 98 | 85 | 98 | 109 | 106 | 108 | 110

# The list goes on.
compound	HCT-116	NCI/ADR-RES	NCI-H226	NCI-H522	NCI-H23	NCI-H460	COLO 205	HCT-15	NCI-H322M
COc1ccc(OC)c(/C(C)=N/NC(=O)CSc2nc3ccccc3c(=O)n2CCc2ccc(S(N)(=O)=O)cc2)c1	98	95	100	92	93	98	112	94	102
O=C1NC(=O)c2c1c1c3ccccc3[nH]c1c1oc3cc(Br)ccc3c21	65	77	59	51	76	37	72	70	76
COc1cc(C(=O)Nc2ccc3c(c2)OCCO3)cc2c1OCCO2	101	96	100	88	99	115	114	97	97
CCCCc1ccccc1C(=O)CCN1CC2CCC(CC2)C1	105	108	x	92	109	107	113	102	x
NS(=O)(=O)c1ccc(-n2cc(CN3C(=O)CN(/N=C/c4ccc([N+](=O)[O-])o4)C3=O)nn2)cc1	97	99	91	89	101	104	114	103	101
CC(=O)[C@H]1CC[C@H]2[C@@H]3CCC4=CC(=O)CC[C@]4(C)[C@@]3(F)[C@@H](O)C[C@]12C	97&97	116&95	80&73	91	108&106	116&102	110&107	102&109	102
COc1cc(C2CC(c3ccc(C)cc3)=NN2C(C)=O)ccc1Oc1ccnc2cc(Cl)ccc12 (stereo not given)	53	55	45	41	60	32	99	91	80
O=C(/C=C/c1sc(Cl)nc1Cl)c1ccccc1	34	101	100	93	95	102	87	30	95
COc1ccccc1N=c1scc(C)n1C	93	103	94	87	100	107	98	100	92
Cn1cc(/C=C\C(=O)O)c2nccnc21	112	101	104	99	97	104	101	104	96
COc1cc(NC(=O)Cn2c3c(sc2=O)[C@H]2[C@@H](O)[C@@H](O)[C@H](O)[C@@H]2CS3)cc(OC)c1OC	110	102	96	98	106	108	115	104	96
O=c1cc(N/N=C/c2ccc(Cl)cc2)c2cc(Cl)ccc2[nH]1	96	93	81	56	77	82	100	71	93
O=C(Cc1ccccc1Nc1c(Cl)cccc1Cl)N/N=C/c1sc(=S)n(-c2cccc(C(F)(F)F)c2)c1O	58	100	104	54	87	95	109	94	88
COc1cc2nc(-c3ccc(C(F)(F)F)cc3)cc(OCCCNCC3CCCO3)c2cc1OC (stereo not given)	23	41	54	42	x	22	23	14	57
Cc1[nH]c(-c2nc3ccccc3[nH]2)c(C)c1C(=O)NCC(C)C	107	104	108	94	96	104	x	102	103
COc1ccc2oc(=O)cc(C3C(C#N)=C(N)Oc4cc(O)ccc43)c2c1 (stereo not given)	100	99	107	79	100	106	119	106	95
COC(=O)[C@H](Cc1ccccc1)NC(=O)[C@@H](OC)[C@@H]1Cc2cc3cc(OC4CC(OC5CC(O)C(O)C(C)O5)C(O)C(C)O4)c(C)c(O)c3c(O)c2C(=O)[C@H]1OC1CC(OC2CC(OC3CC(C)(O)C(O)C(C)O3)C(O)C(C)O2)C(O)C(C)O1 (stereo not given in full)	1.9*	52	-33*	-31*	-29*	4.9*	-37*	5.6*	7.5*
COc1cc2nc(SCc3n[nH]c(=S)n3C(=O)c3ccccc3)n(-c3ccc(Cl)cc3)c(=O)c2cc1OC	45	34	76	88	72	33	95	26	62
c1ccc(Cn2cc3c(c2-c2ccccc2)CCc2cncnc2-3)cc1	78	89	83	85	99	143	122	109	173
C[n+]1cccc(CC(=O)NO)c1	104	105	89	85	102	101	98	112	97
CCCCCCc1nc2c(c(C)nn2-c2ccccc2)c2c1CCCCC2	x	110	89	93	100	110	107	108	110
COc1ccccc1[C@H]1C(C(=O)c2ccc(Cl)cc2)C2(N[C@@H]1c1ccccc1)C(=O)Nc1ccc(Cl)cc12 (stereo not given in full)	10	-65*	4.1*	-5.9*	-2.0*	8.6*	-70*	7.8*	33
CN(C)c1ccc(/C=N\NC(=S)Nc2ccc(F)cc2)cc1	94	99	97	94	107	108	134	96	105
CS(=O)(=O)c1ccc(-c2nn(-c3ccccc3)cc2/C=N/NC(=O)c2ccncc2)cc1	107	95	110	85	98	114	110	70	97
CC(C)OC(=O)CC#N	95	116	101	103	109	112	114	96	105
Clc1nc2ccccc2nc1Cl	96&103	101&102	96	97&100	96&99	112&100	129	98&98	107&94
O=C(O)c1cc2ccccc2cc1O	98	97	101	99	94	106	x	97	129
CCCCN(CCCC)CCCN	112	101	102	101	99	109	101	108	106
C=CCOc1ccc(/C(O)=C2\C(=O)C(=O)N(c3nccs3)C2c2ccccc2F)cc1 (stereo not given)	95	119	102	100	119	94	104	82	80
O=C(N/N=C/c1cccc2ccccc12)N/N=C/c1cccc2ccccc12	99	99	102	82	94	113	102	98	94
COc1ccc(OC)c(CCn2cncc2-c2c[nH]c3ccc(Cl)cc23)c1	34	30	59	3.3*	38	46	30	33	88
C#CCOC(=O)CNC(=O)[C@]12CC[C@@H](C)[C@H](C)[C@H]1C1=CC[C@@H]3[C@@]4(C)CCC(=O)C(C)(C)[C@@H]4CC[C@@]3(C)[C@]1(C)CC2	94	99	107	76	102	115	110	104	94
O=C(Cn1c2ccccc2c2cnc3[nH]ccc3c21)N1CCOCC1	96	101	101	96	95	106	106	107	97
CCN(CC)CC(O)CN(CC)CC	107	114	107	x	121	106	118	98	109
CCOC(=O)N1CCN(S(=O)(=O)c2oc(-c3ccc(F)cc3)nc2C#N)CC1	120	102	98	99	103	109	119	104	108
CCCCCCCCC(CO)CCCCCC (stereo not given)	98	108	100	91	109	111	114	95	102
CCS(=O)(=O)Oc1ccc(NC(=O)C23CC4CC(CC(C4)C2)C3)cc1	92	99	113	92	103	101	109	92	92
N#CC1=C(c2ccccc2)Nc2c(c(-c3ccccc3)nn2-c2ccccc2)C12C(=O)Nc1ccccc12 (stereo not given)	64	98	61	80	87	72	79	73	92
O=S(=O)(Nc1ccc2c(c1)OCO2)c1ccc(-c2cnc(C3CC3)o2)cc1	20	17	56	34	42	23	35	20	65
O=C1/C(=C\c2ccc(Cl)cc2)CN(C(=O)c2ccccc2)C/C1=C\c1ccc(Cl)cc1	-48*	28	10	41	58	68	33	10	75
COc1ccc(-c2nn(-c3cccc(Cl)c3)cc2/C=C/C(=O)c2ccccc2)cc1	95	97	99	85	94	99	112	99	x
CN1CCN(CC(=O)Nc2cccc(-n3cc(-c4ccncc4)c(-c4ccc(Cl)c(O)c4)n3)c2)CC1	17	42	74	18	50	13	14	40	x
c1ccc(CCn2cccc2)nc1	101	105	107	106	106	123	95	119	122
OC(c1ccccc1)c1nn(CN2CCOCC2)c(=S)n1-c1ccc(F)cc1 (stereo not given)	103	108	x	87	102	115	102	100	101
COc1nnc2c3cc(Br)cc(Br)c3n(C)c2n1	101	112	99	109	x	106	117	94	98
CC(=O)/C(=C/n1c(=S)[nH]c2ccccc21)C(=O)Nc1ccc([N+](=O)[O-])cc1	98	97	95	91	89	100	103	101	93
COc1ccc(-c2cc(C(=O)OCCO)c(C)n2-c2ccc(Cl)cc2)cc1	93	90	x	84	80	93	123	91	95
CCN(CC)C(=O)COc1ccc(C=C2C(=O)NC(=S)NC2=O)cc1	105	102	108	96	97	111	103	101	98
CC(C)NC(=O)OCc1c(COC(=O)NC(C)C)c(-c2ccc(Cl)c(Cl)c2)n2c1CS(=O)(=O)C2	80	84	73	80	95	88	107	90	92
Cc1ccc(/C=C/c2c3c(nc4ccccc24)CCCC3=O)cc1	81	96	x	69	107	100	107	86	93
N#CN=C(N)c1ccccc1	102	106	94	110	99	111	123	110	83
O=c1[nH]c(=O)c2cc(Sc3ccc(F)cc3)ccc2[nH]1	93	x	x	73	x	107	100	108	97
O=Cc1ccc([N+](=O)[O-])[nH]1	92	104	102	102	101	106	112	102	96
C/C=C/C(=O)OC(=O)/C=C/C	96	97	103	95	99	116	109	106	105
Oc1cccc(-c2nc(-c3nn(CN4CCOCC4)c(=S)o3)cc3c2[nH]c2ccccc23)c1	96	98	108	85	102	106	106	106	110
COc1ccc2c(c1)c(-c1nc(-c3ccc4ccccc4c3)cs1)cn2C	88	98	85	79	87	98	84	73	85

# Later entries:
compound	HCT-116	NCI/ADR-RES	NCI-H226	NCI-H522	NCI-H23	NCI-H460	COLO 205	HCT-15	NCI-H322M
O=C(c1nc(=S)[nH][nH]1)c1cnc2n(c1=O)CCCCC2	101	101	89	104	102	110	121	106	107
CC(=O)O[C@H]1CC[C@@]2(C)C(=CC[C@@H]3[C@@H]2CC[C@]2(C)C(Cl)=C(c4nc5ccc(Cl)cn5c4NC(C)(C)C)C[C@@H]32)C1	87	95	92	87	88	100	103	100	96
O=C1c2ccccc2C(=O)N1c1ccccc1[N+](=O)[O-]	106	99	114	92	103	123	109	103	94
COc1ccc(-c2nnc(SCC(=O)c3ccccc3)o2)cc1	79	92	98	84	91	105	107	96	107
N#CCCOCNC(=O)NCOCCC#N	103	107	100	113	96	118	108	102	113
C[N+](C)(C)CC(=O)N/N=C1/c2ccccc2NC1O (stereo not given)	109	103	101	103	101	110	117	100	91
CCc1ccccc1Cc1ccccc1	102	109	100	87	111	113	111	94	101
CCOC(=O)c1ccc(NC(=O)c2cn(-c3ccccc3)nc2-c2ccncc2)cc1	70	110	110	99	100	70	105	84	116
O=C(Oc1ccccc1-c1ccccc1)c1ccccc1C(=O)c1ccccc1	84	82	96	x	89	96	113	87	105
COc1ccc(S(=O)(=O)n2ccc(-c3ccc(OC(C)C)cc3)n2)cc1	79	81	79	x	84	84	111	88	99

# Some of these compounds in order of count of non-hydrogen atoms, smallest number first:
compound	HCT-116	NCI/ADR-RES	NCI-H226	NCI-H522	NCI-H23	NCI-H460	COLO 205	HCT-15	NCI-H322M
O=C(c1nc(=S)[nH][nH]1)c1cnc2n(c1=O)CCCCC2	101	101	89	104	102	110	121	106	107
COc1ccc(S(=O)(=O)n2ccc(-c3ccc(OC(C)C)cc3)n2)cc1	79	81	79	x	84	84	111	88	99
CCOC(=O)c1ccc(NC(=O)c2cn(-c3ccccc3)nc2-c2ccncc2)cc1	70	110	110	99	100	70	105	84	116

# Source: PubChem BioAssay
